# EP2 antag: inhibitors of human EP2 prostaglandin E2 receptor; C6 glioma cells expressing human EP2, cAMP TR-FRET; cells stimulated with saturating PGE2; P43116; inhibition, % at 25 µM; AID 1422; 0.52% of 260,000 active;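 active = percent inhibition above 40 after rounding to a whole number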;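 note: rat C6 glioma host cells with rolipram phosphodiesterase inhibitor present; the protocol text gives 20 µM as final concentration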
# Target sequence (P43116 whole entry, looked up): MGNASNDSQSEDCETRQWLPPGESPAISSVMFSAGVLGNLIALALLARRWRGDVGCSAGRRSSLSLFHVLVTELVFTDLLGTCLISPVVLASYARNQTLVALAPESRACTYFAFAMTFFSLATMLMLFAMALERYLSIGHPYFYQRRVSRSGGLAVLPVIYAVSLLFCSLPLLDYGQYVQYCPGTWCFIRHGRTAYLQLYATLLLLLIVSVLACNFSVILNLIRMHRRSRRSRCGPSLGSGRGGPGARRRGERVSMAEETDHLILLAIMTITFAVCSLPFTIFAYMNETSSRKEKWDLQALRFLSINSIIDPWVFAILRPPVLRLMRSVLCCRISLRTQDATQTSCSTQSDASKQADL
# Starred values were filed as active, the others as inactive. Only part of the results is shown (hit frequency here may not be typical).
SMILES,EP2 antag
COCCNC(=S)N(Cc1ccc2c(c1)OCO2)Cc1cc2cc(C)ccc2[nH]c1=O,15
Cn1c(=O)c(C(=O)NNC(=O)c2ccccc2F)c(O)c2ccccc21,12
Cc1ccc(C(C(=O)NC2CCCC2)N(C(=O)c2ccco2)c2ccc3c(c2)OCCO3)cc1 (configuration not stated),8
CC(=O)c1c(OC(=O)c2ccccc2Cl)c2ccccc2n1C,5
CSc1ncc(C(=O)Nc2nc(-c3c[nH]c4cc(C)ccc34)cs2)cn1,8
O=C(CN(C(=O)c1csnn1)c1cccc(Cl)c1)NC1CCCC1,12
Cn1c(SCC(=O)N2CCCCC2)nnc1-c1ccc(S(=O)(=O)N2CCCC2)cc1,10
C#CCNC(=O)C1=C[C@H](c2ccc3c(c2)OCO3)C[C@H](OCCCCO)O1,5
Cc1cc(C)n2ncc(C(=O)Nc3ccc(F)cc3F)c2n1,9
Cc1cccc(C)c1NC(=O)COC(=O)c1ccccn1,7
CCn1c(N2CCC(C(=O)NCCCn3ccnc3)CC2)nc2ccccc21,8
COc1cc(NC(=O)CSc2nnnn2-c2ccc(C)c(C)c2)cc(OC)c1,4
CC(C)NC(=O)CCSc1nc(-c2ccco2)cc(C(F)(F)F)n1,11
COc1ccc(C(O)CN2CCC(O)(c3cccc(C)c3)CC2)cc1 (configuration not stated),7
Cc1ccc(NC(=O)CSc2nnc(-c3ccco3)n2CC2CCCO2)cc1 (configuration not stated),16
COc1cc2cc(CN(C(=S)NC3CCCCC3)C3CCCC3)c(=O)[nH]c2cc1OC,14
COCCNC(=O)c1ccccc1NS(=O)(=O)c1cccs1,6
COc1cccc(C2(NC(=O)CCc3cc(Cl)no3)CCCC2)c1,2
CC1CC(C)CN(C(=O)Cn2nc(-c3ccco3)cc(N)c2=O)C1 (configuration not stated),9
CC(OC(=O)C1CC(=O)N(c2ccc(Br)cc2)C1)C(=O)c1ccccc1 (configuration not stated),11
COC(=O)c1sc(NC(=O)c2ccc3c(c2)OCCO3)c(C#N)c1C,9
CCC(C)NC(=O)c1cc2sccc2n1C (configuration not stated),14
Nc1nnc(CC(=O)N2CCCC2)s1,13
COC(=O)CCCC1=CC2=CC(=O)C(C)(O)C(=O)C2=CO1 (configuration not stated),23
COc1ccc2cc(CN(C3CCCC3)S(=O)(=O)c3ccccc3)c(=O)[nH]c2c1,12
CO[C@@H]1[C@@H](OC(N)=O)[C@@H](O)[C@H](Oc2ccc3c(O)c(NC(=O)c4ccc(O)c(CC=C(C)C)c4)c(=O)oc3c2C)OC1(C)C,12
COCCSc1ccccc1C(=O)Nc1nc2ccccc2s1,5
c1ccc(C[n+]2ccc(-c3c[nH]c4ccccc34)cc2)cc1,14
O=C(CN1CCN(Cc2ccc3c(c2)OCO3)CC1)N1CCCC1,20
COc1cc(OC)cc(-n2nnnc2SCC(=O)Nc2cccc(C)c2C)c1,6
COc1ccccc1C1(NC(=O)c2cccc(N3CCCCS3(=O)=O)c2)CCCC1,2
COc1ccc(CNc2n[nH]c3nc(C)cc(C)c23)cc1Cn1nc(C)cc1C,11
O=S(=O)(NCCNc1ncnc2sc3c(c12)CCCC3)c1ccccc1,15
COc1ccc(OC)c(C(c2nnnn2C(C)(C)C)N2CCC(C(N)=O)CC2)c1 (configuration not stated),14
Cc1cc(Nc2cccc(Cl)c2Cl)n2ncnc2n1,8
CCCOC(=O)C1=C(C)NC2=C(C(=O)CCC2)C1c1ccc(OC)c(OC)c1 (configuration not stated),4
CC1(C)OC(c2ccncc2)OC1(C)C,14
Cc1ccc(CN(CCCn2ccnc2)Cc2ccsc2)o1,3
Cc1noc(C)c1CCNS(=O)(=O)c1ccc2c(c1)oc(=O)n2C(C)C,10
CC1Cc2ccccc2N1C(=O)CSc1nnc(-c2ccccc2N)n1C (configuration not stated),9
C[N+]1(C)Cc2cc3ccc(Cl)cc3cc2C1,5
CCOc1ccc(C2/C(=C(/O)c3ccc(C)cc3)C(=O)C(=O)N2CCOC)cc1OC (configuration not stated),12
CC(C)N(C(=O)CSc1nnc(-c2ccc(C(C)(C)C)cc2)o1)C(C)C,7
CCOc1ccc2[nH]c(=O)c(CN(Cc3ccco3)C(=O)Nc3ccc(F)cc3)cc2c1,14
CC[C@@H](C(=O)C(C)[C@@H](O)[C@H](C)CCc1ccc(C)c(O)c1C(=O)O)C1OC(CC)(C2CC[C@](O)(CC)[C@H](C)O2)C[C@@H]1C (some centres not stated),9

# In the list so far, 5 contain a Cl atom:
SMILES,EP2 antag
CC(=O)c1c(OC(=O)c2ccccc2Cl)c2ccccc2n1C,5
O=C(CN(C(=O)c1csnn1)c1cccc(Cl)c1)NC1CCCC1,12
COc1cccc(C2(NC(=O)CCc3cc(Cl)no3)CCCC2)c1,2
Cc1cc(Nc2cccc(Cl)c2Cl)n2ncnc2n1,8
C[N+]1(C)Cc2cc3ccc(Cl)cc3cc2C1,5

# Further records
SMILES,EP2 antag
CC[C@H](Cn1nc(-c2ccoc2C)oc1=O)NC(=O)CC1CCCC1,7
COc1ccc(C2NC(=O)C(C#N)=C(S)N2c2ccccc2C)cc1OC (configuration not stated),6
C1=C(c2ccccc2)Nc2ncnn2C1c1ccccc1 (configuration not stated),4
CCN(CC)CCNc1nc2c(c(=O)[nH]c(=O)n2C)n1C(C)c1ccccc1 (configuration not stated),25
C/C(=N\O)[C@@H]1C[C@H](CC(=O)O)C1(C)C,7
COC(=O)c1c(NC(=O)C(C)C)sc(C(=O)Nc2ccc(Cl)cc2)c1C,10
CC1(c2nnc(-c3cccc(Cl)c3)o2)CC(c2ccc(C#N)cc2)=NO1 (configuration not stated),18
C=CCc1c(O)nc(SCC(=O)N(CC)CC)[nH]c1=O,9
CCc1ccc2[nH]c(=O)c(C(c3nnnn3C(C)(C)C)N(Cc3ccco3)CC3CCCO3)cc2c1 (configuration not stated),10
O=C(NCCNCc1c[nH]c2ccccc12)c1ccc(Cl)cc1,10
CCC(=O)N(Cc1ccc(F)cc1)Cc1cc2ccc(C)c(C)c2n2nnnc12,12
Cc1cc(=O)oc2c(O)c(O)ccc12,12
COc1ccc(CNC(=O)Cn2c(=O)n(C(C)C)c3ncccc32)cc1,5
O=C(O)c1ccc([N+]2=Cn3c(nc4ccccc43)C2)cc1,11
O=C1NCCOc2ccc(S(=O)(=O)NCc3ccco3)cc21,5

# Reprinted at random: 3 compounds from above, in no set order.
SMILES,EP2 antag
O=C(NCCNCc1c[nH]c2ccccc12)c1ccc(Cl)cc1,10
CC[C@H](Cn1nc(-c2ccoc2C)oc1=O)NC(=O)CC1CCCC1,7
O=C1NCCOc2ccc(S(=O)(=O)NCc3ccco3)cc21,5

# Going on with the list.
SMILES,EP2 antag
O=C(Nc1ccc(S(=O)(=O)NCC2CCCO2)cc1)c1cc2ccccc2oc1=O (configuration not stated),10
CSc1ccc(C=C2C(=O)NC(=O)NC2=O)cc1,8
COc1ccc(C(=O)N2N=C(C(C)C)CC2(O)C(F)(F)F)cc1 (configuration not stated),18
O=C(CNC(=O)c1ccco1)NCC(=O)OCc1c(Cl)cccc1Cl,6
O=C(O)c1c2c(c(O)c3c1CN(C1CCCCC1)CO3)OCN(C1CCCCC1)C2,61*
COc1ccc(-n2c(SC(C)C(=O)Nc3c(C)cccc3C)nnc2-c2ccncc2)cc1 (configuration not stated),13
CCn1c(=O)c(C(=O)NCCN2CCNCC2)c(O)c2ccccc21,4
Cc1ccc(NC(=O)Cn2cnc3sc(C)c(C)c3c2=O)cc1,9
COc1ccc(Cn2nnnc2C(c2cc3ccc(C)c(C)c3[nH]c2=O)N2CCC(C)CC2)cc1 (configuration not stated),18
CCC(CN1CCOCC1)NC(=O)Cc1csc(-c2cccc(Cl)c2)n1 (configuration not stated),3
COc1ccccc1NC(=O)CSc1nc2c(C)c(C)ccc2cc1C,24
CCOc1ccc(C(=O)Nc2nncs2)cc1,8
Cc1nc2c(c(=O)[nH]1)CCN(Cc1cccc3cccnc13)C2,3
OCCCNc1nc(-c2cccnc2)nc2ccccc12,14
COc1ccccc1-c1ocnc1C(=O)Nc1ccc(N2CCC(C)CC2)c(C(N)=O)c1,7
Cc1ccccc1NC(=O)CCN1CCOCC1,10
COc1ccccc1C(=O)Nc1ccc(S(=O)(=O)N2CCCCC2)cc1,7
CC1(C(=O)N2CCOCC2)CCCCC1,10
COc1cc(OC)cc(C(=O)Nc2nnn(C)n2)c1,5
COc1ccc(C2(NC(=O)Cc3ccc(-n4cnnn4)cc3)CCCCC2)cc1,0
C=CCN(C(=O)Cc1ccsc1)C(C(=O)NC1CCCCC1)c1ccc(F)cc1 (configuration not stated),15
Cc1ccn2cc(C(=O)N3CCC(Cc4ccccc4)CC3)nc2c1,14
CC(Oc1ccc2c(c1)oc(=O)c1ccccc12)C(=O)O (configuration not stated),17
C#Cc1ccc([C@H]2C=C(C(=O)O)O[C@@H](OCCCCO)C2)cc1,3
O=C(Nc1ccc(S(=O)(=O)N2CCCC2)cc1)C1CCCO1 (configuration not stated),7
Cc1ccc2[nH]c(=O)c(CN(Cc3nnnn3Cc3ccc(F)cc3)CC3CCCO3)cc2c1 (configuration not stated),17
CN(C)C(=O)Oc1ccc(C2C3=C(CC(C)(C)CC3=O)OC3=C2C(=O)CC(C)(C)C3)cc1,2
Cc1ccc2cc(CN(CCN(C)C)C(=O)Nc3ccccc3)c(=O)[nH]c2c1C,10
Cc1nnc(NC(=O)CCCOc2ccc(Cl)cc2C)s1,7
CCOc1ccc2nc(NC(=O)c3ccc(OC)cc3OC)sc2c1,6

# A second format for part of the listing above:
> C#Cc1ccc([C@H]2C=C(C(=O)O)O[C@@H](OCCCCO)C2)cc1
  EP2 antag = 3
> CC1(C(=O)N2CCOCC2)CCCCC1
  EP2 antag = 10
> Cc1nnc(NC(=O)CCCOc2ccc(Cl)cc2C)s1
  EP2 antag = 7
> CN(C)C(=O)Oc1ccc(C2C3=C(CC(C)(C)CC3=O)OC3=C2C(=O)CC(C)(C)C3)cc1
  EP2 antag = 2

# (next part)
SMILES,EP2 antag
COc1ccc(NC(=O)CSc2ncnc3c2cnn3-c2ccc(C)c(C)c2)cc1,8
Cc1cc(C)c2[nH]c(=O)c(C(c3nnnn3CC3CCCO3)N3CCc4ccccc4C3)cc2c1 (configuration not stated),7
C[C@H](Cn1nnc2ccccc21)NC(=O)Cn1ncc2ccccc2c1=O,6
CCCc1[nH]nc2c1C(c1ccc(OC(C)C)cc1)C(C#N)=C(N)O2 (configuration not stated),8
COc1ccc(CNC(=O)C2(CC3CC(c4ccccc4)=NO3)CCN(C(=O)Cc3ccc(F)cc3)CC2)cc1 (configuration not stated),7
O=C(CC1CC2CCC1C2)N1CCC(O)(c2ccccn2)CC1 (configuration not stated),4
N#CC1=C(N)Oc2n[nH]c(C(F)(F)F)c2C12C(=O)N(Cc1ccccc1)c1ccccc12 (configuration not stated),16
Cc1cccc(C(=O)N(Cc2cc3cccc(C)c3n3nnnc23)C2CCCC2)c1,18
c1ccc(CN2COc3c(ccc4c5c(ccc34)CN(Cc3ccccc3)CO5)C2)cc1,42*
C[C@H](Cn1nnc2ccccc21)NC(=O)c1ccc2c(c1)n(C)c(=O)n2C,4
COc1ccc(/C(O)=C2/C(=O)C(=O)N(CCN3CCOCC3)C2c2cc(OC)ccc2OC)c(C)c1 (configuration not stated),9
CCc1ccc2[nH]c(=O)c(C(c3nnnn3Cc3ccc(OC)cc3)N3CCCC(C)C3)cc2c1 (configuration not stated),16
CCn1c(COc2cccc3ccccc23)nnc1SCC(=O)O,10
CC1(C)Cc2c(c(N3CCOCC3)nc3sc(C(=O)Nc4ccccn4)c(N)c23)CO1,15
Cc1occc1-c1nnc(SCC(=O)Nc2cccc(C(F)(F)F)c2)n1C,3
COc1ccc(C(=O)CSc2nnc3c(C)cc4cc(C)c(C)cc4n23)cc1,5
CCOc1ccc(NC(=O)CSc2nnc(-c3cccc(C)c3)n2C)cc1,7
C=CCN(C(=O)c1ccccn1)C(C(=O)NCc1ccccc1)c1cccnc1 (configuration not stated),13
CC(C)CCCC(C)[C@H]1CCC2C3C(=O)C=C4C[C@@H](O)CC[C@]4(C)C3CC[C@@]21C (some centres not stated),14
Cc1c(C(=O)N2CCOCC2)sc(NC(=O)COc2ccc(Cl)cc2)c1C#N,12
COc1ccc2[nH]c3cc4c(=O)c5cc(OC)ccc5[nH]c4cc3c(=O)c2c1,50*
CCCC(c1nnnn1Cc1ccco1)N1CCN(c2ccccc2F)CC1 (configuration not stated),9
O=C(NC1CCCCC1)N1CCC(O)(c2cccc(C(F)(F)F)c2)CC1,19
CC(=O)Nc1ccc(OCC(O)Cn2cnc3cc(C)c(C)cc32)cc1 (configuration not stated),10
Cc1cccc(C2(O)CCN(C(=O)c3cc(-c4cnn(C)c4)n[nH]3)CC2)c1,8
Cn1c(=O)sc2cc(S(=O)(=O)NCC3CC4CCC3C4)ccc21 (configuration not stated),8
COc1ccc(-c2nc3ccccn3c2NCc2ccccc2)cc1OC,12
Cc1nc2c(c(=O)[nH]1)CCN(Cc1ccc(N3CCCC3)cc1C)C2,7
COC(=O)c1ccc(NS(=O)(=O)c2ccc3c(c2)n(C)c(=O)n3C)cc1,7
COc1ccccc1OCC(=O)Nc1ccccc1C(=O)N1CCCC1,7
CCOc1nc(Nc2ccccc2F)nc(OCC)n1,11
CC(C)(Oc1ccc(Cl)cc1)C(=O)Nc1nc2c(s1)CCCC2,8

# A section from the list above, as a working copy:
SMILES,EP2 antag
COc1ccc(C(=O)CSc2nnc3c(C)cc4cc(C)c(C)cc4n23)cc1,5
CCOc1ccc(NC(=O)CSc2nnc(-c3cccc(C)c3)n2C)cc1,7

# Assay outcomes: PubChem, Emory University Molecular Libraries Screening Center
